PAX8 reporter: lowers PAX8-driven luciferase in RMG-I cells | AID 652154 | inhibition, % at 12.6 µM | actives 1.2% (n = 360,000) | RMG-I TPO-luciferase reporter, SteadyGlo, 24 h;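 active = mean replicate inhibition at least 60% with every replicate also reaching 60%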;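 also: luciferase light reporting Pax8 driven TPO promoter activity; plate controls were median of neutral control wells for no effect and mitoxantrone controls for full effect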
Statin myotox sup: suppressors of simvastatin-induced myotoxicity in C2C12 myotubes; AID 602340; ATP luminescence, 48 h; scaled: DMSO 0, geranylgeraniol control 100; actives 0.78% (n = 330,000); rescue of ATP level, % at 7.49 µM;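 active = mean ATP rescue above about 67%, or every replicate alone reaching that limit, limit read from the data, passing the limit was not always enough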;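 also: myotubes were challenged with 10 µM simvastatin during compound exposure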
LGR2 antag: Drosophila LGR2 receptor signaling inhibition; AID 720647; HEK293 LGR2, CRE-luciferase, bursicon-stimulated, 4 h; inhibition, % at 9.99 µM; actives 0.35% (n = 380,000);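 active = drop in luminescence signal, shown as inhibition above about 50% in the replicate tests, limit read from the data, passing the limit was not always enough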;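 also: agonist challenge used bursicon conditioned medium at about half maximal strength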
PGC1a acetyl inh: lowers PGC1a acetylation signal in U2OS cells; AlphaScreen anti-acetyl-lysine; with virally co-expressed GCN5 acetyltransferase; inhibition, % at 15.6 µM; actives 0.17% (n = 350,000);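 active = every replicate shows inhibition of at least 40%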;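 also: 0% = neutral control wells and 100% = positive control wells; some results beyond the cut were filed as inactive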
PglD DTNB: inhibitors of Campylobacter jejuni PglD acetyltransferase | purified PglD enzyme, DTNB colorimetric CoA detection | inhibition, % at 12.5 µM | actives 0.098% (n = 360,000); in the data active = inhibition above about 16%, passing the limit was not always enough; also: strong numbers were not always called active
ARNT-TACC3 inh: disruptors of human ARNT/TACC3 interaction; Q9Y6A5; AlphaScreen His-ARNT PAS-B/GST-TACC3 binding, luminescence; TACC3 fragment carries E629A point mutation; inhibition, % at 9.99 µM; actives 0.66% (n = 390,000); AID 623870;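 active = mean inhibition of replicates at least 50% and at least half of replicates each reaching 50%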;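 also: 0% = complete ARNT plus TACC3 wells and 100% = ARNT alone without TACC3; many hits fall short of the cut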
Cneo AK release: Cryptococcus neoformans lysis via adenylate kinase release; C. neoformans lysis, adenylate kinase release luminescence, 4 h; normalised: neutral wells 0, clomiphene wells 100; lysis activity, % at 15 µM; AID 651654; actives 0.2% (n = 360,000);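 active = mean lysis activity across replicates of at least 80%, whatever share of replicates individually reach that level; inactive = mean lysis activity below 80%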
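Schedule: static 4 h at 37 °C with compound, 1 h detection; system: C. neoformans cells; benchmarks: Clomiphene as positive control; buffer or medium: fresh YPD medium; measure: luminescence rise reflecting yeast cell lysis; measured by: luminescent adenylate kinase detection reagent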
GSIS activator: primary screen for activators of insulin secretion dependent on glucose, INS-1E cells, GLuc reporter luminescence. INS-1E GLuc reporter insulin secretion, 2-3 h. activation, % at 16.6 µM. actives 0.61% (n = 370,000);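 active = lowest replicate activation of at least 40%, so every replicate reaches that level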;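 also: 0% = median of neutral control wells and 100% = median of IBMX positive control wells; some compounds called inactive have numbers as strong as hits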
The depositor's hits bear a star; . = not tested or not shown. Rows are unselected. Share with any hit: about 2.9%.

Results follow in this order: GSIS activator	PAX8 reporter	PGC1a acetyl inh	PglD DTNB	ARNT-TACC3 inh	LGR2 antag	Statin myotox sup	Cneo AK release
- Cc1cc(C)c(/C=N/NC(=O)c2nnn(-c3nonc3N)c2COc2ccc(F)cc2)c(C)c1
 : 3	9	-10	9	.	13	7	2
- Cc1ccc(CN2CCN(/N=C/c3cccs3)CC2)cc1
 : 2	-30	.	.	1	-9	.	.
- CCC(=O)Nc1ccc2c(c1)C(=O)N(C)C[C@@H](OC)[C@H](C)CN(C(=O)Nc1ccccc1F)[C@H](C)CO2
 : 0	-10	.	-2	3	-28	-3	5
- COC(=O)c1ccccc1NC(=O)CCC(=O)N1CC(C)Oc2ccc(C)cc21 (configuration not stated)
 : -19	8	7	2	3	2	3	-1
- O=C(CSc1nnc(CNC(=O)C23CC4CC(CC(C4)C2)C3)n1-c1ccc(F)cc1)Nc1ccccc1
 : 11	16	.	.	-3	0	.	.
- COCCNC(=O)C(NC(=O)C1CCCCC1)C(C)C (configuration not stated)
 : 6	9	9	.	-5	8	-3	.
- O=C(COC(=O)[C@H](Cc1ccccc1)NC(=O)c1cccs1)NC1CC1
 : 4	3	.	.	-7	-2	.	.
- COc1ccc(N(C(C)C(=O)N/N=C/c2ccc(OC(C)C)cc2)S(C)(=O)=O)cc1 (configuration not stated)
 : -3	.	0	-3	2	-3	16	6
- Cc1ccc(-n2c(SCC(=O)N/N=C/c3ccccc3C(=O)O)nnc2-c2ccccc2)cc1
 : 6	-3	14	-5	-4	3	.	3
- O=C(NCCc1cnc[nH]1)c1ccc(-c2ccccc2)cc1
 : .	-34	.	5	-10	-20	-20	1
- Cc1cccc2nc(-c3cccnc3)c(Nc3ccccc3)n12
 : 16	15	-3	0	-2	3	3	-1
- Cc1cc(C)nc(SCc2nnc(SCC#N)n2-c2cccc(Cl)c2)n1
 : 13	.	0	6	-3	25	-1	-3
- Cc1noc(C)c1NC(=O)N(C)C[C@@H]1Oc2c(NC(=O)Nc3cccc4ccccc34)cccc2C(=O)N([C@@H](C)CO)C[C@@H]1C
 : -5	.	-2	1	-4	3	20	10
- Cc1cc2ncn(S(=O)(=O)N3CCCCC3)c2cc1C
 : .	.	-6	6	-3	.	-22	1
- O=c1c2c3c(sc2ncn1/N=C/c1cccnc1)CCCC3
 : -8	-21	-4	7	-4	-5	7	-2
- O=C(c1nc2ccccn2c1CNCCCn1cccn1)N1CCCC1
 : -13	15	5	-5	-1	-9	0	0
- COc1cccc(C(=O)Nc2ccc3c(c2)OC[C@@H](C)N(C(C)=O)C[C@@H](C)[C@H](OC)CN(C)C3=O)c1
 : 1	15	-6	1	-7	-2	0	3
- COc1cc(CNc2ccc3c(c2)OCCO3)ccc1OCC(N)=O
 : -9	-4	6	.	11	1	.	.
- Cc1nnc(NC(=O)c2cccc(S(=O)(=O)N3CCOCC3)c2)s1
 : .	.	-7	-7	3	.	-3	0
- CCOc1ccccc1NC(=O)C(=O)CC(=O)c1cccc(OC)c1
 : -6	8	-3	8	10	-1	12	2
- O=c1cc(CN2CCCCC2)c2c(ccc3ccccc32)o1
 : 6	13	9	-2	.	10	-8	-1
- Cc1ccccc1NC(=O)C1C2CC/C=C\CCC21 (configuration not stated)
 : 34	22	.	.	1	1	.	.
- COc1ccc(CN2CCCC(N3CCN(c4cccc(Cl)c4)CC3)C2)cc1OC (configuration not stated)
 : -18	22	-19	0	2	-5	3	-1
- CC(=O)N1CCOc2ccc(S(=O)(=O)N3CC(C)CC(C)C3)cc21 (configuration not stated)
 : 26	-5	-7	-1	20	-18	-12	-3
- CC(NCCc1ccc(S(N)(=O)=O)cc1)C(=O)NCc1ccccc1 (configuration not stated)
 : -7	-13	8	-4	22	-4	8	5
- O=C(NCC[C@@H]1CC[C@@H](NC(=O)C2CC2)[C@H](CO)O1)Nc1ccc(Cl)cc1
 : -11	.	-10	1	-19	-6	-2	-5
- CCOC(=O)[C@H]1[C@H]2COc3ccccc3[C@@H]2N2C(=O)CN(Cc3ccccc3)C(=O)[C@@]12C
 : -12	10	.	-3	4	-5	4	2
- CN(C)C(=O)[C@@H]1[C@@H](CO)[C@@H]2Cn3c(ccc(C4=CCCCC4)c3=O)[C@@H]2N1CC1CC1
 : 21	9	-5	0	5	-18	-2	1
- NC(=O)C1Cc2ccccc2CN1C(=O)c1cccc(Oc2ccccc2)c1 (configuration not stated)
 : -8	-9	.	-4	-8	5	0	2
- Cc1nn(C)cc1C(=O)NNC(=S)Nc1ccccc1
 : .	-78	5	3	24	.	2	-4
- Cc1cccc(NC(=O)c2cccc([N+](=O)[O-])c2O)c1C
 : -8	-142	.	.	-1	-48	.	.
- O=C(CN1C(=O)/C(=C\c2ccc(F)cc2)Oc2ccccc21)N1CCN(c2ccccn2)CC1
 : .	29	.	-4	-17	-3	.	-1
- O=C(Cc1ccc(Cl)cc1)Nc1ccccc1C(=O)N1CCCC1
 : -13	21	.	1	2	-4	2	4
- CC=Cc1ccc2n(c1=O)C[C@H]1[C@H](CO)[C@@H](C(=O)NC3CCC3)[C@@H]2N1Cc1ccccc1 (mixture of isomers)
 : -7	-3	.	1	-1	-2	7	0
- O=C(CCn1c(=O)[nH]c2ccsc2c1=O)N1CCN(Cc2ccc3c(c2)OCO3)CC1
 : .	-3	.	7	-4	.	.	0
- COc1cccc(NC(=O)COC(=O)C2CCN(S(=O)(=O)c3cccs3)CC2)c1
 : -8	-8	0	-1	-8	.	8	6
- CCc1noc(C)c1C(=O)OCC(=O)N(CCOC)c1c(N)n(Cc2ccccc2)c(=O)[nH]c1=O
 : 6	5	5	3	3	-14	-6	-3
- CC(C)NC(=O)Nc1ccc2c(c1)CC(=O)N([C@@H](C)CO)C[C@H](C)[C@H](CN(C)S(=O)(=O)c1ccc(F)cc1)O2
 : 10	-27	7	.	.	38	-14	.
- COc1ccc(/C=N/NC(=O)c2[nH]c3ccc(Br)cc3c2-c2ccccc2)cc1
 : 13	102*	.	.	-14	-16	.	.
- Nc1c(C(=O)NC2CCCC2)c2nc3ccccc3nc2n1/N=C/c1cccnc1
 : -8	-6	0	1	-1	6	-26	0
- C/C(=N\OCC(=O)N/N=C/c1ccccc1O)c1cccs1
 : .	-6	9	4	40	.	-5	-3
- COc1cccc(CN2[C@@H](CO)[C@@H]3c4ccccc4N(C(=O)c4ccncc4)C[C@@H]32)c1
 : 3	1	-5	2	4	-3	-8	51
- COc1cc2[nH]c(=O)n(CCCC(=O)N3CC=C(c4ccccc4)CC3)c(=O)c2cc1OC
 : .	14	-3	-5	-2	.	-6	3
- CC(C)C#Cc1ccc2c(c1)O[C@H](CN(C)S(C)(=O)=O)[C@@H](C)CN([C@@H](C)CO)S2(=O)=O
 : -11	.	-15	2	-2	-9	4	51
- COC(=O)c1cccc(N(CC(=O)NC2CCCC2)C(=O)CCC(=O)Nc2cc(C)on2)c1
 : -7	3	11	5	1	-5	25	1

A second format for some results above:
| mol | GSIS activator | PAX8 reporter | PGC1a acetyl inh | PglD DTNB | ARNT-TACC3 inh | LGR2 antag | Statin myotox sup | Cneo AK release |
| --- | --- | --- | --- | --- | --- | --- | --- | --- |
| CC(C)NC(=O)Nc1ccc2c(c1)CC(=O)N([C@@H](C)CO)C[C@H](C)[C@H](CN(C)S(=O)(=O)c1ccc(F)cc1)O2 | 10 | -27 | 7 | . | . | 38 | -14 | . |
| COc1ccc(/C=N/NC(=O)c2[nH]c3ccc(Br)cc3c2-c2ccccc2)cc1 | 13 | 102* | . | . | -14 | -16 | . | . |
| Nc1c(C(=O)NC2CCCC2)c2nc3ccccc3nc2n1/N=C/c1cccnc1 | -8 | -6 | 0 | 1 | -1 | 6 | -26 | 0 |
| C/C(=N\OCC(=O)N/N=C/c1ccccc1O)c1cccs1 | . | -6 | 9 | 4 | 40 | . | -5 | -3 |
| COc1cccc(CN2[C@@H](CO)[C@@H]3c4ccccc4N(C(=O)c4ccncc4)C[C@@H]32)c1 | 3 | 1 | -5 | 2 | 4 | -3 | -8 | 51 |
| COc1cc2[nH]c(=O)n(CCCC(=O)N3CC=C(c4ccccc4)CC3)c(=O)c2cc1OC | . | 14 | -3 | -5 | -2 | . | -6 | 3 |
| CC(C)C#Cc1ccc2c(c1)O[C@H](CN(C)S(C)(=O)=O)[C@@H](C)CN([C@@H](C)CO)S2(=O)=O | -11 | . | -15 | 2 | -2 | -9 | 4 | 51 |
| COC(=O)c1cccc(N(CC(=O)NC2CCCC2)C(=O)CCC(=O)Nc2cc(C)on2)c1 | -7 | 3 | 11 | 5 | 1 | -5 | 25 | 1 |

(listing goes on)
Results follow in this order: GSIS activator	PAX8 reporter	PGC1a acetyl inh	PglD DTNB	ARNT-TACC3 inh	LGR2 antag	Statin myotox sup	Cneo AK release
- CS(=O)(=O)c1ccccc1C(=O)Nc1cc(Cl)ccc1-n1cncn1
 : 0	-17	.	-2	-4	3	0	1
- CC(C)(C)OC(=O)NCCCCCNC(=O)c1ncn2c1c(=O)[nH]c1ccccc12
 : 6	5	-5	-5	.	-12	4	0
- Cc1cc(C)c(NC(=O)CSc2nccn2C)c(C)c1
 : 6	5	-1	1	.	-3	11	3
- CCOc1ccc(C(c2c(NC(=O)c3ccccc3)sc(C)c2C)N2CCN(CCO)CC2)cc1 (configuration not stated)
 : -15	4	.	.	0	-5	.	.
- COc1ccccc1-n1cnnc1SCC(=O)NCc1cccs1
 : 4	.	.	3	-5	6	-4	7
- O=C(NCc1cccs1)C1CC(c2ccc(F)cc2)=NO1 (configuration not stated)
 : 4	-39	7	5	.	10	7	-2
- CCO[C@H]1OC(C(=O)O)=C[C@@H](c2cn(C(C)=O)c3ccccc23)[C@@H]1CCCO
 : 2	16	5	-7	-2	8	29	2
- CNC(=O)C[C@H]1CC[C@@H]2[C@@H](COc3ccc(NC(=O)c4ccccc4Cl)cc3C(=O)N2C)O1
 : 1	-54	-5	4	-7	-15	24	12
- COc1ccc(CNC(=O)CN2C(=O)C3CCCN3c3ncc(Cl)cc32)cc1 (configuration not stated)
 : .	.	0	-2	4	.	7	-1
- CC12CC(NC(=O)N1c1cccc(C(=O)N3CCN(c4ccccc4F)CC3)c1)c1ccccc1O2 (configuration not stated)
 : .	18	-4	0	-17	.	.	2
- CN(CC(=O)Nc1ccc(Cl)cc1)S(=O)(=O)c1ccc2c(c1)n(C)c(=O)c(=O)n2C
 : 8	0	12	2	-2	0	-1	1
